Assay outcomes (PubChem)
Growth percent in the NCI-60 one-dose screen (48 h, 10 µM unless noted): 100 = growth as untreated, 0 = no growth, -100 = all killed.
MDA-MB-468 – MDA-MB-468 breast cancer; hit rate 8.5% among 78,000
RPMI-8226 – RPMI-8226 leukemia cells. AID 1794781. hit rate 7.5% among 77,000
MDA-MB-231 – MDA-MB-231 breast cancer; hit rate 5% among 81,000; AID 1794789
MDA-MB-435 – MDA-MB-435 melanoma. hit rate 7.8% among 82,000
SR – SR leukemia cells. AID 1794780. hit rate 8.7% among 73,000
MOLT-4 – MOLT-4 leukemia cells | AID 1794779 | hit rate 6.9% among 80,000
K-562 – K-562 leukemia; hit rate 7.4% among 78,000
MCF7 – MCF7 breast cancer; AID 1794796; hit rate 6.3% among 82,000
* = called active by the depositor; / = no result given; & = joins results of further samples; [ ] = remark or other dose. Rule for the calls: active = growth percent below 10; inactive = the rest.

structure	K-562	MCF7	MDA-MB-435	MOLT-4	SR	MDA-MB-231	MDA-MB-468	RPMI-8226
CCCCN(CCCC)CC(O)c1cc(-c2ccc(Cl)cc2)nc(-c2ccc(Cl)cc2)c1 (stereo not given)	67	110	100	75	69	60	102	72
CSc1cc(=O)[nH]cn1	92	90	102	89	93	117	97	92
Cc1nn(-c2ccccc2)c(N2CCN(C)CC2)c1/C=N/N=c1\sc2ccccc2n1C	22	40	65	42	29	36	63	62
O=C1/C(=C\c2cccc(OCc3ccc(Br)cc3)c2)N=C2SCCCN12	81	80	102	78	116	89	88	80
CCOC(=O)Cc1ccccn1	88	98	104	85	98	95	101	97
COc1cc2c(cc1OC)=NC(=O)/C(=C\c1sc(=O)[nH]c1O)C=2	107	96	103	105	90	99	99	107
O=C(COc1ccc(/C=C2\CSc3ccccc3C2=O)cc1)c1ccc(Cl)cc1	99	114	96	82	93	97	/	96
COc1ccc2cc(-c3cc(OC)c(OC)c(OC)c3)c(=O)oc2c1	28	37	7.5*	/	27	61	46	84
O=c1n(Cn2cnn(-c3ccccc3)c2=O)cnn1-c1ccccc1	117	103	90	76	/	98	90	105
O=C(Nc1cccc(-c2nc3ccccc3c(=O)[nH]2)c1)c1c[nH]c2ccccc12	102	57	110	95	/	88	74	91
O=C(c1ccc(-c2ccccc2)cc1)c1ccc([N+](=O)[O-])cc1	70	96	93	53	87	91	108	66
O=C(O)/C=C\C(=O)NCc1cccnc1	103	100	109	95	93	110	105	101
CCCCN(CCCC)CC(O)c1cc(Cl)cc2c1-c1ccc(Cl)cc1C2 (stereo not given)	62	71	84	82	81	46	80	91
COC(=O)[C@H]1CCCN1C(=O)[C@@H]1CCCN1C(=O)CNC(=S)Nc1cc(C(F)(F)F)cc(C(F)(F)F)c1	111	93	92	97	94	86	96	95
CCOc1cc(N)ccc1C(=O)NCCCN(CC)CC	80	96	106	26	/	93	85	96

The closing five records of the section before lead into the next:
structure	K-562	MCF7	MDA-MB-435	MOLT-4	SR	MDA-MB-231	MDA-MB-468	RPMI-8226
O=C(c1ccc(-c2ccccc2)cc1)c1ccc([N+](=O)[O-])cc1	70	96	93	53	87	91	108	66
O=C(O)/C=C\C(=O)NCc1cccnc1	103	100	109	95	93	110	105	101
CCCCN(CCCC)CC(O)c1cc(Cl)cc2c1-c1ccc(Cl)cc1C2 (stereo not given)	62	71	84	82	81	46	80	91
COC(=O)[C@H]1CCCN1C(=O)[C@@H]1CCCN1C(=O)CNC(=S)Nc1cc(C(F)(F)F)cc(C(F)(F)F)c1	111	93	92	97	94	86	96	95
CCOc1cc(N)ccc1C(=O)NCCCN(CC)CC	80	96	106	26	/	93	85	96
CCC(=O)OCc1cccc(OC)c1	62	105	98	88	116	97	/	85
Fc1ccc(-c2nc(-c3ccc(-c4nc5ccccc5[nH]4)cc3)no2)cc1	81	91	98	96	/	109	103	91
Nc1nc(Nc2ccc(Cl)cc2)n(Cc2cccc(Br)c2)n1	8.0*	-32*	-65*	8.4*	10	-69*	-46*	2.4*
CC/C(=N/OCc1ccccc1)C(=O)O	/	99	105	87	87	99	99	/
Cc1ccc2oc(=O)c(S(=O)(=O)Nc3ccc(S(=O)(=O)Nc4ncccn4)cc3)c(O)c2c1	/	99	99	103	102	100	98	102
CCOC(=O)c1sc(NC(=O)c2ccc(O)cc2)nc1C	/	55	80	47	57	58	42	42
ClCc1ccc(Sc2ccccc2)cc1	122	116	98	115	113	113	109	98
Nc1ccc(N=Nc2ccccc2)c2cc(S(=O)(=O)O)ccc12	104	87	108	106	96	109	109	103
O=C1Nc2ccccc2C2(NCCNC2=O)N1 (stereo not given)	95	97	101	99	96	107	104	111
Nc1ncc(C#Cc2cncc(NC(=O)c3cccc(C(F)(F)F)c3)c2)c2cccnc12	7.4*	4.4*	23	37	38	36	92	61
CCOc1ccc(NC(=O)Nc2ccc(OCC)cc2)cc1	98	94	109	99	99	110	106	109
COc1ccc(/C=N/NC(=O)c2c(Nc3ccccc3)n[nH]c2N)cc1	109	85	107	92	74	89	120	101
Cc1cc(C)c2c(Cn3cc(Cn4c(=O)n(Cc5cn(Cc6cc(=O)oc7cc(C)cc(C)c67)nn5)c5ccccc54)nn3)cc(=O)oc2c1	107	79	91	81	110	95	90	100
Cc1ccc(-c2nn(-c3ccccc3)cc2/C=C/C(=N/NC(N)=S)c2cc3ccccc3oc2=O)cc1	89	97	92	105	102	102	102	99
COc1cc(C(=O)/C=C/c2c(C)n([O-])c3ccc(C(F)(F)F)cc3[n+]2=O)cc(OC)c1OC	53	45	94	65	24	100	37	60

structure	K-562	MCF7	MDA-MB-435	MOLT-4	SR	MDA-MB-231	MDA-MB-468	RPMI-8226
CS(=O)(=O)c1ccc(C(=O)N/N=C/c2ccc(Cl)cc2)cc1	86	95	112	71	99	103	99	95
COc1cccc(O)c1O	78	20	6.9*	65	30	86	87	89
COc1ccc(/C=C/C(=O)CCC(=O)O)cc1OC	/	97	106	102	98	119	113	105
COc1ccc(C(=O)c2cc(F)c(F)c(OC)c2F)c(O)c1O	42	52	18	76	43	89	61	94
O=C(CCSc1nc2sc3c(c2c(=O)n1Cc1ccccc1)CCCC3)Nc1ccc(Cl)cc1	89	82	96	75	82	78	83	77
Cc1ccc(S(=O)(=O)c2nc(S(=O)(=O)c3ccc(C)cc3)c(N3CCC(O)CC3)s2)cc1	29	43	17	38	16	72	-21*	53
COC(=O)C[C@](O)(CCCC(C)C)C(=O)O[C@@H]1C(OC)=C[C@]23CCC(=O)N2CCc2cc4c(cc2[C@H]13)OCO4	112	97	103	101	106	99	103	95
C#C[C@]1(O)CCC2C3CCc4cc(OC5CCCC5)ccc4C3CC[C@@]21C (stereo not given in full)	/	74	95	60	15	51	69	80
O=[N+]([O-])c1cccc(C[P+](c2ccccc2)(c2ccccc2)c2ccccc2)c1	50	89	60	84	61	98	54	37
CCN(C(=O)c1cc(OC)c(OC)c(OC)c1)C1CCCCC1	101	93	113	104	99	106	94	92
COC1=NC(=C(c2ccccc2)c2ccccc2)OC1=O	106	107	97	107	119	116	107	/
Nc1ccc(CCc2ccncc2)cc1	/	93	110	/	/	104	97	105
COc1cc(-c2nc3ccccc3s2)ccc1OCc1nc2n(n1)S(=O)(=O)c1ccccc1N2c1ccccc1	82	105	107	81	24	80	/	89
COc1ccc(Nc2nc(C)c(/C(C)=N\NC(N)=S)s2)cc1	89	97	94	94	/	81	72	93
CCCCCCCCCCCCCCCC[N+](C)(C)CCCNS(=O)(=O)c1ccc(C#N)cc1	107	100	118	107	105	104	101	102

structure	K-562	MCF7	MDA-MB-435	MOLT-4	SR	MDA-MB-231	MDA-MB-468	RPMI-8226
Nc1nc2c(nc(N3CCCC3)n2[C@@H]2O[C@H](CO)[C@@H](O)[C@H]2O)c(=O)[nH]1	105	98	104	109	114	106	104	114
NC(Cc1ccccc1)C(=O)NC(Cc1ccccc1)C(=O)O (stereo not given)	114&98	94&99	100&109	101&100	102&97	108&115	93&102	101&112
COc1cc2c3c(n(CCCNC(C)C)c(=O)c2cc1OC)-c1nc2c(cc1C3=O)OCO2	2.9*	-90*	-87*	-1.9*	2.6*	-91*	-10.0*	-26*
O=C(c1cc2cccnc2n1-c1ccc(Cl)c(Cl)c1)N1CC(F)C1	96	106	121	99	98	98	109	96
CC1=C(C#N)C2=Nc3ccccc3C(=O)NN2C(c2ccccc2)=C1	94	/	118	119	107	95	113	87
CC1=C2C(=C[C@@](C)(COS(N)(=O)=O)[C@@H]2O)C(=O)[C@](C)(O)C12CC2	97	62	/	97	102	83	-34*	/
CN1CCN(c2ccc(-c3c(C#N)c(-c4ccccc4)nc4c3c(-c3ccccc3)nn4-c3ccccc3)cc2)CC1	91	95	104	90	98	106	100	103
O=C1OC(c2nc3ccccc3s2)=C/C1=C\c1ccccc1Cl	97	94	105	110	82	90	112	60
N/C(=N\S(=O)(=O)c1cccc(Br)c1)Nc1nc2ccccc2[nH]1	38	66	23	79	/	70	52	93
Cc1cccc(NC(=O)c2ccccc2C)c1	106	102	101	100	99	105	112	107
COc1cc(OC)c(C(=O)/C=C/c2cccc(C#N)c2)c(OC)c1	14	15	7.3*	12	3.2*	17	-14*	1.5*
O=C(NCN1C(=O)c2cccc3cccc(c23)C1=O)N1CCN(CCO)CC1	84	106	107	/	106	99	90	99
Cc1ccc(-n2nc(C(=O)NCCCCC(=O)O)nc2-c2ccccc2)cc1	/	98	101	112	113	109	108	123
CC[C@@H](C)[C@H](NC[C@H](O)CN1C(=O)/C(=C\c2cc(OC)c(OC)c(OC)c2)c2ccccc21)C(=O)OC	70	75	80	57	65	91	101	39
Clc1ccc(-c2cnc3nonc3n2)s1	42	39	-11*	47	38	85	50	/

structure	K-562	MCF7	MDA-MB-435	MOLT-4	SR	MDA-MB-231	MDA-MB-468	RPMI-8226
CC(C)c1ccc(/C=C(\C#N)c2cc3ccccc3[nH]2)cc1	28	72	58	65	49	84	75	75
NS(=O)(=O)c1ccc(Nc2nc(SCC(=O)c3ccccc3)nc3c2CCCC3)cc1	95	80	102	102	89	96	89	95
CC1=CCC(OC(C)C2(CCC(C)(O)C(=O)Oc3ccc(C(C)C)cc3)OC3(C)CC(C(C)C)C(O)CC3O[C+]2C)(C(C)C)CC1 (stereo not given)	85	96	97	99	88	107	107	107
C=CCOc1cccc(/C=C2\SC(=S)N(C3CC(=O)N(c4ccc(Br)cc4)C3=O)C2=O)c1 (stereo not given)	88	91	109	105	94	96	111	96
COc1ccc(C(=O)CSc2n[nH]c(-c3ccncc3)n2)cc1	93	98	102	98	97	95	109	89
CCC(N)=O	108	101	116	105	/	113	109	110
C=C1C(=O)O[C@H]2[C@H](O)[C@@H](C)CCC/C(C)=C/CC[C@@]3(C)O[C@@H]3C[C@@H]12	79	69	94	79	94	78	61	100
CCCCCCCCCCCCCCCCCCOc1ccccc1CC(=O)NCCN(C)C	41	72	90	27	19	26	46	87
C=C1C(=O)O[C@H]2[C@H]1CC/C(COC(=O)NCc1cc(OC)cc(OC)c1)=C\CC[C@@]1(C)O[C@@H]21	3.4*	0.2*	-29*	-3.4*	3.6*	-5.1*	10	5.1*
COc1ccc(-n2c(=S)sc3c(Cl)nc(C)nc32)c(OC)c1	2.6*	14	31	-2.0*	/	-15*	-20*	23
CCOC(=O)N(CC)c1ccccc1	96	107	105	93	/	113	/	99
Clc1ccccc1-c1ccc(-c2nn3c(-c4ccccc4)nnc3s2)o1	37	76	79	54	26	69	101	80
Nc1cc(C(=O)Nc2cccc(C3=NCCN3)c2)ccc1C(=O)Nc1cccc(C2=NCCN2)c1	101	/	107	95	93	105	113	99
Cc1c(C(N)=O)sc2c1c(=O)n(Cc1ccccc1)c1nnc(S(=O)(=O)CC(=O)Nc3ccc(Cl)cc3)n21	/	73	46	/	/	20	33	/
CC(C)(C)OC(=O)NOC(=O)C(C)(C)C	92	106	103	85	84	108	98	110

structure	K-562	MCF7	MDA-MB-435	MOLT-4	SR	MDA-MB-231	MDA-MB-468	RPMI-8226
CC/C(=C(/c1ccc(Cl)cc1)c1ccc(OCCN(CC)CC)cc1)c1ccc(OC)cc1	-18*	14	69	20	-26*	72	38	-21*
O=c1cc(-c2ccccc2)oc2cc(OCc3cn(Cc4ccc(F)cc4)nn3)cc(OCc3cn(Cc4ccc(F)cc4)nn3)c12	45	53	41	83	33	9.1*	39	46
Cc1ccc(/C=N/Nc2nc3c(c(=O)n(C)c(=O)n3C)n2C)cc1	102	96	116	93	98	/	112	/
CCN1C(=O)N(CC)C2Nn3c(s/c(=C\c4ccc[nH]4)c3=O)=NC21 (stereo not given)	97	99	99	113	/	106	110	103
O=C1Nc2ccccc2Cc2c1c1ccccc1[nH]c2=O	79	86	112	84	75	101	110	110
O=c1c2ccccc2c2ccccc2c(=O)n1-c1c(Cl)cc(Cl)cc1Cl	95	101	104	92	/	114	124	99
N#Cc1c(-c2ccc(Cl)cc2)cc(-c2cc(O)ccc2O)nc1N	29	4.4*	6.8*	11	22	-5.9*	19	/
CCCCN(CC)CCCCCCCCCCN1CCCc2cc(OC)ccc21	-39*	99	14	-20*	-32*	/	41	-18*
CCOC(=O)c1cc2c([nH]c1=O)-c1cnn(-c3ccc(Cl)cc3)c1CC2	99	96	92	101	94	111	106	100
CCCCC1(CC)COC(c2ccc(Cl)cc2)OC1 (stereo not given)	112	107	105	95	105	121	84	98
CCN1CCN(CCCNc2nccc(-c3cn(-c4ccccc4)nc3-c3ccc(Cl)c(OC)c3)n2)S1(=O)=O	96	86	89	62	52	79	63	/
COc1ccc(NC(=O)c2c(Nc3ccccc3)nn3cc(-c4nc5ccccc5s4)c(N)nc23)cc1	95	95	103	101	82	103	103	101
CC1=C(C(=O)n2nc3ccccc3n2)C(c2cccc([N+](=O)[O-])c2)C(C(=O)n2nc3ccccc3n2)=C(C)N1	103	99	115	101	99	100	107	105
OC(C[n+]1cccc(Br)c1)c1ccccc1 (stereo not given)	98	92	99	97	96	94	104	95
COC(=O)[C@H]1CCCN1C(C(=O)NC(C)(C)C)c1c(C)c(-c2c(C)cc3c(C(C(=O)NC(C)(C)C)N4CCC[C@@H]4C(=O)OC)c(OC)c(OC)cc3c2OC)c(OC)c2cc(OC)c(OC)cc12 (stereo not given in full)	99	86	101	83	/	97	83	91

structure	K-562	MCF7	MDA-MB-435	MOLT-4	SR	MDA-MB-231	MDA-MB-468	RPMI-8226
O=C(N/N=C\c1cc(Cl)ccc1O)c1ccncc1	39	15	89	16	27	56	37	53
COc1ccccc1NC(=O)Oc1ccc(C#N)cc1	95[100 µM]	94[100 µM]	99[100 µM]	101[100 µM]	88[100 µM]	104[100 µM]	98[100 µM]	91[100 µM]
N#CCC(=O)Nc1nc2ccccc2[nH]c1=O	102	89	101	99	83	82	107	/
O=C(O)C(O)c1ccccc1 (stereo not given)	111	99	108	102	95	107	100	113
